L major viab – Leishmania major promastigote growth inhibition, primary screen; Leishmania major promastigotes, resazurin fluorescence viability; inhibition, % at 10 µM; 200,000 tested, 9% active; AID 1063, 2008; in the data active = inhibition above about 50%;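 note: promastigotes grown with compound for 44 hours at 28 °C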
TNAP act hiacc – TNAP activators at high phosphate acceptor level, primary screen, biochemical, luminescence, uHTS; 200,000 tested, under 10 active; AID 1136, 2008; purified TNAP, CDP-star luminescence, 1 M DEA, 30 min; hits give high values; 0 = EDTA background, 1 = DMSO-only activity; activation factor at 20 µM; Alkaline phosphatase, tissue-nonspecific isozyme (Homo sapiens), P05186;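 active = activation factor at least 2 at 20 µM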
Target sequence (P05186 whole entry, looked up): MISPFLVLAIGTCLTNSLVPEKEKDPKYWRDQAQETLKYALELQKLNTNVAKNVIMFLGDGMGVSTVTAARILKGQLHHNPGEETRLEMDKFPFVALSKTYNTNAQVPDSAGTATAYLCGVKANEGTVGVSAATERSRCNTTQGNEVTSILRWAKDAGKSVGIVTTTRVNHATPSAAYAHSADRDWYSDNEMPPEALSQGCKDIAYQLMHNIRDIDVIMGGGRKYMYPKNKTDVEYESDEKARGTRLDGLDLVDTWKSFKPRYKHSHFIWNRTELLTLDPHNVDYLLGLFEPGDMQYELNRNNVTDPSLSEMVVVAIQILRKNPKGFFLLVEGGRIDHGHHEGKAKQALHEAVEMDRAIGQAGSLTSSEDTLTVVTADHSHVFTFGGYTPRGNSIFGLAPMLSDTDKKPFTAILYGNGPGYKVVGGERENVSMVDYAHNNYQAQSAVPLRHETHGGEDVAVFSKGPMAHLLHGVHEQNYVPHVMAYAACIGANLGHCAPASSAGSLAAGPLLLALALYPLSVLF
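Assay system: human TNAP; Input: enzyme diluted 1/800 final; Reagent: CDP-star luminogenic substrate at 100 µM final; Timing: 30 min, room temperature; Signal: luminescence; Evaluation: TNAP activation factor scaled between EDTA and DMSO control wells.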
bIAP act – bovine intestinal alkaline phosphatase activators, primary screen, biochemical, bovine IAP, CDP-star luminescence | 200,000 tested, 0.17% active | activation factor at 20 µM | AID 1016, 2008 | purified bovine IAP, 30 min; hits give high values; fold of DMSO-control signal, blank-subtracted | alkaline phosphatase, intestinal [Bos taurus];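 active = activation factor of 2 or more at 20 µM, a signal rise over negative controls twice the positive control's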
bIAP inh – bovine intestinal alkaline phosphatase inhibitors, primary screen, selectivity assay for TNAP inhibitor project, biochemical, bovine IAP, CDP-star luminescence; alkaline phosphatase, intestinal [Bos taurus]; purified bovine IAP, 30 min; inhibition, % at 20 µM; 190,000 tested, under 10 active;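 active = over 50% inhibition of intestinal alkaline phosphatase at 20 µM in the single-dose screen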
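System: purified bovine intestinal alkaline phosphatase (IAP) enzyme; Input: IAP diluted 1/65,000,000 in the well; Measured by: CDP-star luminescence signal; Compound dosing: 20 µM single dose; Incubation: 30 min reaction at room temperature.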
RAM inhibit – inhibitors of the yeast RAM network, primary screen, dse1pr::URA3 reporter, 5-FOA selection. inhibition, % at 50 µM. AID 868, 2007. S. cerevisiae dse1pr::URA3 reporter, 5-FOA growth OD615, 2 d; analog-sensitive cbk1-as2 kinase mutant strain. 190,000 tested, 1.8% active;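 active = inhibition above a set limit, 3 SD over mean compound inhibition, cut at about 8.4% in these data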;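 note: 0% = DMSO-only wells with no growth and 100% = 10 µM 1-NA-PP1 full growth; inhibition rescues growth on 5-FOA so higher OD means more RAM inhibition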
TNAP inh hi DEA – human TNAP enzyme inhibitors, primary screen, biochemical, luminescent, high phosphate acceptor level, uHTS; Alkaline phosphatase, tissue-nonspecific isozyme (Homo sapiens), P05186; purified TNAP, CDP-star luminescence, 1 M DEA; inhibition, % at 20 µM; 200,000 tested, 0.03% active; AID 1135, 2008;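 active = over 50% inhibition of tissue-nonspecific alkaline phosphatase at 20 µM in the single-dose screen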;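 note: plate controls were DMSO wells for no effect and EDTA-quenched wells as full inhibition for full effect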
FLuc inh counter – firefly luciferase enzyme inhibitors, primary screen, artefact control for luciferase-based inhibitor screens, biochemical, luminescence, ATPLite | Luciferin 4-monooxygenase (Photinus pyralis), P08659 | 10 min | inhibition, % at 10 µM | 200,000 tested, 1.5% active | AID 1006, 2008;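 active = inhibition above about 50% when tested at 10 µM, limit read from the data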
Target sequence (P08659 whole entry, looked up): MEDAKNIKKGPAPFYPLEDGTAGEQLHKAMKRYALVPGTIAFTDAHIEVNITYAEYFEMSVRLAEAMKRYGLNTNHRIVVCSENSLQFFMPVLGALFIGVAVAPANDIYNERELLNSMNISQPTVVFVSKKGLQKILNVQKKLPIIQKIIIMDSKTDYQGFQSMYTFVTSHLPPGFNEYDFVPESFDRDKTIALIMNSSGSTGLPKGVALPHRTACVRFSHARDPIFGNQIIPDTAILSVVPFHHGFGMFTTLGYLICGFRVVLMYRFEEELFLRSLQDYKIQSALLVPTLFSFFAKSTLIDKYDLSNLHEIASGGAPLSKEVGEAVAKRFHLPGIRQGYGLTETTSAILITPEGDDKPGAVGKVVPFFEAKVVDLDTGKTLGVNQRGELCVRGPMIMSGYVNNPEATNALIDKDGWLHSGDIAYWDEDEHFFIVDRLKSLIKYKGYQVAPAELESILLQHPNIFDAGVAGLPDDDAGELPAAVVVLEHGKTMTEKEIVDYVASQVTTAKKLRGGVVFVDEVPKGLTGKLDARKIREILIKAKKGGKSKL
TNAP inh noacc – human TNAP enzyme inhibitors, primary screen, biochemical, luminescent, no phosphate acceptor, uHTS. AID 1012, 2008. inhibition, % at 20 µM. purified TNAP, CDP-star luminescence, 30 min. 200,000 tested, 0.26% active;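 active = tissue-nonspecific alkaline phosphatase inhibition above about 50% at 20 µM in the single-dose screen, limit read from the data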;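 note: 0% = DMSO negative control and 100% = EDTA positive control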
FLuc stim CS – FLuc activators, initial screening, artefact control for FLuc-dependent activation tests, biochemical, ATPlite luminescence; Luciferin 4-monooxygenase (Photinus pyralis), P08659; ATPlite luciferase biochemical, 10 min; 0 = ATP-free wells, 1 = DMSO control; activation factor at 10 µM; 200,000 tested, under 10 active; AID 1027, 2008;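 active = luciferase activation factor, scaled between plate controls, of at least 2 with compound at 10 µM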
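Assay system: Luciferase/luciferin reagent mix; Medium: PBS as buffer for the ATP substrate; Dosing: test compounds dosed from 2 mM stocks in 100% DMSO; Times: 10 min, room temperature; Signal: luminescence from luciferase reaction; Read-out: luciferase activation; Controls: No-ATP low control, compound-free enzyme-plus-ATP high control.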
APP transl inh – inhibitors of APP translation via 5'UTR reporter, primary screen, APP 5'UTR luciferase, SH-SY5Y cells. SH-SY5Y APP 5'UTR-luciferase reporter, luminescence. inhibition, % at 2 µM. 190,000 tested, 0.82% active;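 active = inhibition above a set limit, derived from the sample mean plus 3 SD, cut at about 45% in these data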; note: values of inactives mirror those of a sister screen read the other way
* = called active by the depositor; x = no result given. The order is random. About 13% of those tested had a hit in this group.

SMILES	L major viab	TNAP act hiacc	bIAP act	bIAP inh	RAM inhibit	TNAP inh hi DEA	FLuc inh counter	TNAP inh noacc	FLuc stim CS	APP transl inh
C=CCOc1cccc(CNc2ccc3[nH]c(=O)[nH]c3c2)c1	1.1	1	1.1	-12.2	2.2	-3.8	-9.0	-3.3	1.1	8.6
CCCCOCCCNC(=O)C1CCCCC1	-5.2	1.1	1	4.2	0.4	-8.5	-4.3	-18.0	1	-2.5
CCN1CCN(C2=NC(=O)/C(=C/c3ccc(C)o3)S2)CC1	0.4	1	0.9	5.1	0.3	-2.4	6.2	-11.6	0.9	-5.7
O=C(CC1S/C(=N\S(=O)(=O)c2ccc(F)cc2)N(c2ccccc2)C1=O)Nc1ccccc1 (stereo not given)	41.8	1	0.9	9.2	0.4	-3.4	-6.2	-6.6	1.1	13.7
CCCCn1c(=N)n(CCOc2ccc(C)cc2)c2ccccc21	96.6*	1	1	-2.2	2.3	-4.5	-5.8	-2.3	1.1	-1.4
Cc1nc(-c2ccc(NC(=O)c3ccccc3C)cc2)cs1	50.3*	1.1	0.9	8.5	1.6	-6.9	61.5*	-3.9	0.4	-119.9
COc1ccc(CC(=O)Nc2nc(-c3cc(OC)ccc3OC)cs2)cc1	28.1	1	1.1	-8.2	6.7	-1.3	0.2	-13.1	1	-23.0
COc1cc(S(=O)(=O)NCc2cccnc2)ccc1F	-3.0	1	0.9	10.5	3.0	3.4	5.1	-1.2	0.9	28.5
CCCc1c(C)c2ccccc2[nH]c1=O	7.5	1	0.8	22.0	-0.1	-4.3	1.5	-11.4	1	-18.7
CC(=O)Oc1ccc(/C=N/NC(=O)C2CCCN2S(=O)(=O)c2ccc(Cl)cc2)cc1 (stereo not given)	5.8	1	0.9	13.5	1.7	-2.8	-1.1	-17.5	1	12.1
CCN1CCCC1CNC(=O)CSc1cc(=O)n(C)c2cc(Cl)ccc12 (stereo not given)	-1.5	1	1	1.3	-0.8	-4.9	-3.7	-12.6	1	3.1
Cc1cc(NC(=O)Nc2ccccc2)n(-c2ccccc2)n1	3.5	1	1.1	-7.1	0.0	-3.0	-2.3	-3.9	1	-12.1
NC(=O)C1(N2CCCCC2)CCN(C(=S)NCCc2ccccc2)CC1	-3.6	1	1	-4.4	0.3	-2.2	-4.7	-13.7	1	1.7
Cc1ccccc1NC(=O)CSc1nc2ccccc2c2nc(CCn3cncc3C)nn12	3.7	1.1	0.7	25.9	1.9	-9.7	-3.6	-34.5	1	6.6
CCOC(=O)C1=C(C)NC(=S)NC1C (stereo not given)	5.0	1	1	-3.3	2.2	-3.6	-3.7	-2.6	1	-15.7

Of the compounds above, 2 contain fluorine:
SMILES	L major viab	TNAP act hiacc	bIAP act	bIAP inh	RAM inhibit	TNAP inh hi DEA	FLuc inh counter	TNAP inh noacc	FLuc stim CS	APP transl inh
O=C(CC1S/C(=N\S(=O)(=O)c2ccc(F)cc2)N(c2ccccc2)C1=O)Nc1ccccc1 (stereo not given)	41.8	1	0.9	9.2	0.4	-3.4	-6.2	-6.6	1.1	13.7
COc1cc(S(=O)(=O)NCc2cccnc2)ccc1F	-3.0	1	0.9	10.5	3.0	3.4	5.1	-1.2	0.9	28.5

The results go on.
SMILES	L major viab	TNAP act hiacc	bIAP act	bIAP inh	RAM inhibit	TNAP inh hi DEA	FLuc inh counter	TNAP inh noacc	FLuc stim CS	APP transl inh
O=C(NCCc1ccccc1)C1CCN(S(=O)(=O)N2CCCCCC2)CC1	-3.1	1.1	1.1	-6.8	0.8	-5.5	-6.3	-11.7	1.1	9.5
O=c1c2sccc2[nH]c(=S)n1Cc1ccccc1	-5.1	1	1	-0.6	0.7	-2.6	-3.9	-5.5	1	0.1
CC(C)CNC(CC(=O)O)c1ccccc1 (stereo not given)	1.9	1.1	1	-2.9	0.8	-5.5	-6.8	-8.1	1.1	-14.0
Cc1noc(C)c1S(=O)(=O)N1CCC(C(=O)N2CCC(C)CC2)CC1	-1.2	1	1.1	-5.3	0.9	-1.4	-3.0	-6.6	1	-19.3
COc1ccc(CCNC(=O)c2ccc(N(C)S(=O)(=O)c3ccc(C)cc3)cc2)cc1OC	20.2	1	1.3	-29.0	4.9	-4.7	-6.7	-3.1	1.1	7.4
c1ccc(OCc2nc3ccccc3s2)cc1	-5.3	1	0.9	13.4	-0.5	0.4	41.9	-7.4	0.6	-126.4
Cc1cccc(OCCSc2nnc(-c3ccoc3C)n2C)c1	-0.1	1	0.9	12.0	-1.0	-0.9	-2.9	-9.4	1	2.6
O=C(O)C1CCCCN1S(=O)(=O)c1ccc2ccccc2c1 (stereo not given)	-3.1	1	0.8	16.6	1.9	-4.4	-8.4	-2.3	1.1	x
Cc1nc2c(-c3ccccc3)c(C)nn2c(C)c1CCC(=O)O	-7.4	1	0.9	11.2	-0.6	-0.2	-4.8	-7.4	1	-1.7
C=CCOC(=O)C1=C(C)N=C2SCCC(=O)N2C1c1cccs1 (stereo not given)	8.7	1	0.9	8.7	1.6	2.5	-1.2	-3.8	1	0.5
CC(C)(C)C(=O)O/N=C1\CCS(=O)(=O)c2sccc21	-1.4	1	0.9	6.6	0.5	-3.2	-1.8	-3.8	1	-8.2
CNC(=S)Nc1ccc(C)c(NC(=S)NC)c1	-8.2	1	1.1	-10.8	1.5	3.1	-4.6	-10.1	1	4.1
O=C(CSC(=S)N1CCOCC1)Nc1nc(-c2ccccc2)c(-c2ccccc2)o1	-6.1	1	1	3.9	2.9	-4.2	-8.3	-11.2	1.1	-10.1
Cc1ccccc1C(=O)NC(=S)Nc1ccc(S(=O)(=O)N2CCN(C)CC2)cc1	10.2	1	1	2.9	0.7	-3.8	-0.9	29.7	1	1.3
CCCCCCn1c(SCCN2CCOCC2)nc2c1c(=O)[nH]c(=O)n2C	3.0	1	0.9	7.5	1.6	-1.2	-10.2	-0.9	1.1	-3.1
CC(C)(C)NC(=O)CCCSc1nc2ccccc2s1	21.6	1	1	0.0	1.1	-4.6	25.9	-8.5	0.7	-58.9
N#Cc1ccc(-c2ccc(F)cc2)nc1Sc1ccccc1	-13.0	1	0.9	6.9	9.9*	-4.1	-3.0	-12.3	1	-3.1
CCC(=O)N1CCn2c1nc1ccccc12	-1.5	1	1.1	-5.9	0.8	-4.4	-1.2	-9.5	1	-15.4
CC(=O)c1cc(F)c(N2CCN(CCC#N)CC2)cc1C	-4.2	1	0.9	10.5	0.0	0.0	-4.3	-8.8	1	-28.8
Cc1occc1-c1nnc(SCC(=O)c2ccc(F)cc2)o1	3.6	1	0.8	16.8	0.7	1.1	-1.1	-5.7	1	-5.1
CCCCNC(=O)C(C#N)c1nc2ccccc2nc1N1CCCC1 (stereo not given)	-7.3	1	0.9	11.9	0.9	1.5	-7.2	-3.5	1.1	-4.3
CC(c1ccco1)N(C(=O)c1cccs1)c1ccccn1 (stereo not given)	-8.7	1	1	0.1	0.1	-4.5	0.1	-14.3	1	-12.0
Cc1cccc(C)c1NC(=S)Nc1ccc(Cl)c(Cl)c1	54.6*	1	1.4	-41.9	0.1	-3.2	-2.3	-3.8	1	-7.8
O=C(NCCCN1CCOCC1)C1(c2ccccc2)CCCC1	35.8	1	0.9	11.8	-1.2	0.0	0.0	-5.1	1	6.7
CCOc1ccc(NC(=O)c2ccco2)cc1	-2.1	1	0.9	6.1	1.8	-2.0	76.0*	-10.7	0.2	-119.5
COc1ccc(C2C(CC(=O)O)=C(Nc3ccccc3)C(=O)N2c2ccccc2)cc1 (stereo not given)	-1.2	1	1.1	-6.2	2.3	-2.8	-2.8	-9.8	1	-23.2
O=C(CSc1ncn[nH]1)Nc1ccc(OCc2ccccc2)cc1	18.0	1	1.2	-18.7	0.7	-1.3	5.9	-27.2	0.9	1.9
COCCNC(=O)C(=O)Nc1ccc(Cl)cc1C	-5.7	1	1	1.0	0.2	-4.1	0.5	-0.6	1	-14.5
CCn1nnc(NC(=O)c2cccc(-c3cc4ccccc4oc3=O)c2)n1	-4.7	0.9	1	3.1	2.9	5.8	0.7	-4.2	1	8.6
CCCn1c(/N=C/c2ccccc2O)nc2ccccc21	11.3	1	1	2.5	0.8	-4.4	-5.6	0.6	1.1	7.7
O=C(NCC1COCCO1)C1CCN(S(=O)(=O)c2ccccc2)CC1 (stereo not given)	-5.1	1.1	0.9	7.5	0.0	-5.0	-10.1	-1.6	1.1	-5.2
COc1ccc2c(c1)[nH]c1c(=O)n(/N=C/C3C(C)C=C(C)CC3C)c(=O)[nH]c12 (stereo not given)	8.0	1	1	4.8	4.0	-0.5	-2.7	-7.9	1	-2.9
O=C(CCCc1nc2ccccc2s1)NNC(=O)CCN1CCN(Cc2ccccc2)CC1	-3.0	1	1.2	-20.0	-0.4	0.8	-5.4	-21.7	1.1	-4.5
O=C(OCc1nnc(-c2ccc(Cl)cc2)o1)C12CC3CC(CC(O)(C3)C1)C2	8.7	1	1.2	-20.0	2.4	-2.7	15.5	-0.3	0.8	-52.7
CC(NC(=O)C1C(=O)N(CCO)C2(C)CC1c1ccccc1O2)c1ccccc1 (stereo not given)	0.6	1	1.1	-10.7	1.6	-0.3	-3.8	-8.9	1	0.4
Cc1ccccc1/C=C1\OC(=O)c2ccccc21	-7.1	1	0.9	8.2	4.4	-3.6	1.0	-11.8	1	-12.2
COc1ccc(N2CCN(C(=O)CN3C(=O)c4ccccc4S3(=O)=O)CC2)cc1	-5.6	1.1	1	1.1	2.3	-5.7	-3.7	-13.0	1	4.8
O=C(c1cccc(F)c1)N1CCC(c2nc3ccccc3s2)CC1	3.9	1	1	-2.7	1.2	0.0	-0.6	-50.8	1	4.7
O=C(Cc1ccccc1)c1c[nH]c(C(=O)NCCCN2CCOCC2)c1	-8.2	1	1.1	-6.3	1.6	-4.0	-6.9	-5.3	1.1	-16.9
Cc1nnc(SCc2cc(=O)[nH]c(Nc3nc(C)c4cc(C)c(C)cc4n3)n2)s1	12.1	1.1	1	-1.3	3.5	-7.2	-4.9	-27.4	1	12.2

Marked active in RAM inhibit, among the entries above:
Compound | TNAP act hiacc | bIAP act | bIAP inh | RAM inhibit | TNAP inh hi DEA | TNAP inh noacc | FLuc stim CS | APP transl inh
N#Cc1ccc(-c2ccc(F)cc2)nc1Sc1ccccc1 | 1 | 0.9 | 6.9 | 9.9* | -4.1 | -12.3 | 1 | -3.1
